Compound activity deposited in PubChem by National Center for Advancing Translational Sciences (NCATS).
POLH inh: qHTS for Inhibitors of Polymerase Eta | recombinant Pol eta, fluorescent DNA replication assay | Potency, µM (top dose mostly 114 µM), for the others: top-dose activity change, negative = inhibition, usual class: inhibitors | actives 1.2% (n = 390,000) | AID 588591, 2011; further: on the % scale 0 is the no-effect control and ±100 the full control effect
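Fluorescent replication assay: 50 nM final substrate added after a 15 min room-temperature compound preincubation with 10 nM enzyme. Signal taken at 0 min and again at 10 min.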
Pol beta inh: qHTS Assay for Inhibitors of DNA Polymerase Beta | P06746 | Pol beta primer extension/strand displacement, fluorescence kinetic | Potency, µM (top dose mostly 114 µM), without a hit: top-dose activity change, negative = inhibition, most hits filed as inhibitors | actives 1.3% (n = 340,000) | AID 485314, 2010; further: on the % scale 0 is the no-effect control and ±100 the full control effect
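Curves were derived by four-parameter Hill fits of normalized qHTS data. The kinetic fluorescent primer-extension read was taken at 0 and 10 min after 50 nM substrate, following a 15 min room-temperature preincubation of 10 nM enzyme with compounds.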
Apoferritin bind: qHTS Assay for Identification of Novel General Anesthetics; apoferritin/1-aminoanthracene competitive binding, fluorescence; Potency, µM (highest dose often 77.5 µM), for the others: at the highest dose activity change, negative = displacement, actives largely listed as inhibitors; actives 0.074% (n = 350,000); AID 485281, 2010; further: on the % scale 0 is the no-effect control and ±100 the full control effect; nearly all actives have a fitted effect of over 20% in size
Target sequence (P02791 2-175 limits assumed): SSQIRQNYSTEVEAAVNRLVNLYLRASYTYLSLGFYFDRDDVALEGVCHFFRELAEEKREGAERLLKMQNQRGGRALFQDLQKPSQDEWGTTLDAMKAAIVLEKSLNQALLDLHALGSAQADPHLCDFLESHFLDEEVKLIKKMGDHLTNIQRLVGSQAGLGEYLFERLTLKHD
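In PBS, apoferritin at 10 uM is loaded with 1-AMA from a 50% saturated solution. After 10 min of compound exposure at ambient temperature, reduced 535 nm fluorescence indicates probe displacement.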
G9a inh: qHTS Assay for Inhibitors of Histone Lysine Methyltransferase G9a | G9a H3K9 monomethylation, AlphaScreen, 2 h | Histone-lysine N-methyltransferase EHMT2 (Homo sapiens), Q96KQ7 | Potency, µM (doses to about 102 µM), inactives show at the highest dose activity, negative = inhibition, most hits filed as inhibitors | actives 8.8% (n = 350,000) | AID 504332, 2011; further: on the % scale 0 is the no-effect control and ±100 the full control effect; nearly all actives have a fitted effect of over 75% in size
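Methyltransferase reactions run at room temperature for 2 h (20 nM enzyme, 500 nM biotin-H3K9 peptide, 20 uM SAM) after a 15 min compound preincubation; product detected by AlphaScreen beads and anti-H3K9me1 antibody.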
POLI inh: qHTS for Inhibitors of Polymerase Iota | DNA polymerase iota (Homo sapiens), Q9UNA4 | Pol iota fluorescent replication assay, 10 min | Potency, µM (top dose mostly 115 µM), without a hit: top-dose activity, negative = inhibition, most hits filed as inhibitors | actives 1% (n = 390,000) | AID 588590, 2011
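Fluorescent replication assay read twice, at 0 min and 10 min after adding 50 nM (final) substrate. Enzyme (10 nM) and compounds were first incubated 15 min at room temperature; enzyme-free buffer wells were negative controls.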
BLM inh: qHTS Assay for Inhibitors of Bloom's syndrome helicase (BLM); RecQ-like DNA helicase BLM (Homo sapiens), P54132; recombinant BLM DNA unwinding, fluorescence dequenching; Potency, µM (top dose mostly 56.1 µM), without a hit: at the highest dose activity change, negative = inhibition, usual class: inhibitors; actives 0.2% (n = 350,000);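 further: plate controls were vehicle for no effect and no enzyme for full effect; nearly all actives have a fitted effect of over 35% in size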
APEX1 inh: qHTS Assay for Inhibitors of the Human Apurinic/apyrimidinic Endonuclease 1 (APE1); AID 2517, 2012; recombinant APE1, TAMRA/BHQ-2 abasic DNA cleavage fluorescence; Potency, µM (doses to about 65.8 µM), for inactives: top-dose activity change, negative = inhibition, most hits filed as inhibitors; actives 0.35% (n = 350,000);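 further: plate controls were vehicle for no effect and reference inhibitor for full effect; nearly all actives have a fitted effect of over 55% in size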
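Quantitative HTS: incision of a TAMRA/BHQ-2 double-stranded substrate bearing a tetrahydrofuran abasic site by 0.75 nM APE1 raises fluorescence. Substrate 50 nM final, added after 15 min compound preincubation at room temperature; progress as third-minus-first kinetic read difference.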
BAZ2B block: qHTS Assay for Inhibitors of BAZ2B. Bromodomain adjacent to zinc finger domain protein 2B (Homo sapiens), Q9UIF8. Potency, µM (doses to about 114 µM), inactives show top-dose activity change, negative = inhibition, most hits filed as inhibitors. AlphaScreen BAZ2B-H3K14Ac peptide displacement. AID 504333, 2011. actives 4.4% (n = 360,000); further: on the % scale 0 is the no-effect control and ±100 the full control effect; nearly all actives have a fitted effect of over 60% in size
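Compounds, titrated to a top concentration of 110 uM, were incubated 30 min at room temperature with preformed BAZ2B/acetyl-K14 H3 peptide complex (50 nM each). Proximity signal was measured by AlphaScreen after 20 min with beads.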
Pol kappa inh: qHTS for Inhibitors of Polymerase Kappa. DNA polymerase kappa (Homo sapiens), Q9UBT6. purified Pol kappa, fluorescent DNA synthesis assay, 10 min. Potency, µM (titrated, usually from 107 µM), for the others: at the highest dose activity, negative = inhibition, most hits filed as inhibitors. actives 0.53% (n = 400,000); further: on the % scale 0 is the no-effect control and ±100 the full control effect
Target sequence (Q9UBT6 whole entry, looked up): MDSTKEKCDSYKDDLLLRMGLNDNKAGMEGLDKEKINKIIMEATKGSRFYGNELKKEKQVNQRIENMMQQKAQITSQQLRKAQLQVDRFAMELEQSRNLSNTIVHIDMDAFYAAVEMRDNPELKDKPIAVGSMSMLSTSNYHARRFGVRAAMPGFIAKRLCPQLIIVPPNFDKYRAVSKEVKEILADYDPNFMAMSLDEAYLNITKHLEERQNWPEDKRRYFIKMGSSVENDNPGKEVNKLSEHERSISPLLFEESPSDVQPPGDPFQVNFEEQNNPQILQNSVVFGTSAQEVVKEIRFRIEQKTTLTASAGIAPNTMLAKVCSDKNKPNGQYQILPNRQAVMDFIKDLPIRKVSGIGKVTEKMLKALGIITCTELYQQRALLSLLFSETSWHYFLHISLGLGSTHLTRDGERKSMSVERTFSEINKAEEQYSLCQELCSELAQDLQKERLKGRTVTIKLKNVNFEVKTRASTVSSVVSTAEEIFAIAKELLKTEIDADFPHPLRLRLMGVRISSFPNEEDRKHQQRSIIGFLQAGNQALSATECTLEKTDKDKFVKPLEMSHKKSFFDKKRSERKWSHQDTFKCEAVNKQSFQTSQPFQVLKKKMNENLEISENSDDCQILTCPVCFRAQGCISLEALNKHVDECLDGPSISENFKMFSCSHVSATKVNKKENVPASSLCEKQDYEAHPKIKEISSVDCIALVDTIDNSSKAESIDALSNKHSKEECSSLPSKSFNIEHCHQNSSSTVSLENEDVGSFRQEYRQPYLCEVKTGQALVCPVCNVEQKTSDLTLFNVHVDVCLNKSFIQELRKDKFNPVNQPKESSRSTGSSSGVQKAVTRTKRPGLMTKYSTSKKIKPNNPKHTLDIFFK
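Kinetic fluorescence readout at 0 and 10 min followed reaction start with substrate at 50 nM final. Beforehand, enzyme (10 nM Pol kappa) stood 15 min with compound at room temperature; buffer-only wells were negative controls.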
Numbers without * were called inactive; ? = inconclusive; / = not tested or not shown; [ ] = another dose, or the depositor's remark. The call rests on the fitted dose curve; in most records, active means well fitted curve in the direction sought with a large enough effect; inconclusive means small, poorly fitted or top-dose-only effect, or another doubt; inactive means no such curve, though single readings can be large; an effect the other way counts as inactive or inconclusive. Potency means the concentration at half of the fitted maximal effect. The list is partial. The share of hits here may be higher or lower than overall.

SMILES | POLH inh | Pol beta inh | Apoferritin bind | G9a inh | POLI inh | BLM inh | APEX1 inh | BAZ2B block | Pol kappa inh
COc1ccc(N2CCN(C(=O)CSc3nnc4c(C)cc5ccccc5n34)CC2)cc1 | -9.4% | 21.6% | -7.1% | 10.6%[59 µM] | 10.2% | -7.2% | 24.2% | -35.4% | -3.8%
CC(C)C[C@@H](CSc1ccc(Br)cc1)N1CCN(CCc2ccccc2)CCC1=O | -12.8% | -0.1% | 3.3% | 9.6%[12.7 µM] | 22.5% | -12.9% | -0.8% | -12.2% | 7.6%
CCOc1ccc(N(CC(=O)NCCSCc2ccccc2Cl)S(C)(=O)=O)cc1 | -23.1% | ? | -22.2% | 15.8% | 14.8% | -9.9% | 39.9% | -27.4% | -6.1%
CC(C)(C)OC(=O)N1O[C@H]2CC1[C@@H]1[C@@H]2N=NN1CCc1ccncc1 | -5.1% | / | / | / | 1.1% | / | 9.9% | / | 5.1%
Cc1cccc(NC(=O)Nc2ccc(OCc3ccccc3)cc2)n1 | -11.4% | 53.7% | -1.4% | 8.0%[2.33 µM] | 135.5%[activator] | -4.1% | -2.4% | -6.0% | 2.3%
CN1CCN(c2nc(C#N)cc(-c3ccccc3)n2)CC1 | -15.8% | 5.6% | -10.3% | / | 10.1% | 65.8%[activator] | -7.1% | -3.7% | -0.6%
O=C(NCCO)c1ccc2c3n(nc2c1)-c1ccc(Cl)cc1CO3 | -14.3% | 6.7% | 8.2% | -6.1%[12.7 µM] | 6.5% | 4.2% | -2.7% | 6.5% | -3.2%
Cc1ccc(N2CC(C(=O)NCCC(C)C)CC2=O)cc1 (stereo not drawn) | -11.8% | -14.5% | -1.9% | 4.7%[59 µM] | 5.9% | -0.6% | 2.6% | 7.5% | 2.1%
CC(=O)Nc1nc2ccc(S(=O)(=O)N3CCCC3)cc2s1 | -10.4% | 6.8% | -5.8% | / | 46.8%[activator] | -1.7% | -11.5% | 1.0% | -19.2%
Cc1ccc(NC(=O)C2CCCN(S(=O)(=O)c3ccc4c(c3)oc(=O)n4C)C2)cc1Cl (stereo not drawn) | -8.9% | 24.1% | -9.1% | 1.3%[59 µM] | 8.6% | -2.5% | / | -4.5% | -5.2%
Cc1ccsc1CN(C)CC(=O)NCC(=O)Nc1ccc(F)cc1 | 1.8% | / | / | -13.6%[12.7 µM] | 8.9% | / | -4.6% | 10.0% | -12.5%
COc1ccc(C(C)=O)cc1CN1C(=O)NC2(CCCCC2C)C1=O (stereo not drawn) | -2.8% | 20.4% | -10.4% | / | 18.5% | -0.9% | 12.2% | -10.6% | -3.9%
Cc1cc(=O)n2c3ccccc3n(CC(O)CN3CCN(CCO)CC3)c2c1C#N (stereo not drawn) | -13.1% | -5.3% | -7.0% | -1.7% | 35.9%[activator] | 38.1%[activator] | 0.9% | -17.2% | -0.2%
O=C(c1cccnc1)N1CCN(c2ccc3ccccc3n2)CC1 | -2.9% | 28.7% | -4.7% | 8.5% | -8.6% | -1.8% | -10.9% | -10.8% | -9.0%
Cc1ccc(NC(=O)C(C)OC(=O)c2ccc(NS(=O)(=O)c3ccc(F)c(F)c3)cc2)cc1 (stereo not drawn) | -8.7% | 14.1% | -8.6% | -0.5%[59 µM] | 4.0% | -4.4% | -3.8% | 4.0% | -22.2%
Cc1ccc(OCc2nnc(SC(C)C(=O)O)n2-c2ccccc2)cc1 (stereo not drawn) | -19.2% | -1.7% | 2.2% | / | 35.6%[activator] | -1.9% | -3.6% | 6.7% | 0.0%
Cc1ccc(N2CC(NS(=O)(=O)c3cc(F)ccc3F)CC2=O)cc1C (stereo not drawn) | -10.2% | / | / | -20.0%[0.501 µM] | -1.0% | / | 5.2% | 26.0% | -5.8%
CC(C)c1ccc(NC(=O)CCn2c(=O)c3cccn3c3ccccc32)cc1 | -12.4% | -0.3% | 8.5% | -24.4%[59 µM] | 15.5% | -12.4% | / | -20.5% | -8.4%
CCCc1nc(SCc2ccccc2Cl)n[nH]1 | 12.3% | 6.3% | -18.7% | 1.8% | ? | -10.2% | -1.4% | 6.6% | -4.1%
COCCNC(=O)c1c(NC(=O)c2nc(SC)ncc2Cl)sc2c1CCCC2 | -1.5% | 18.7% | -7.6% | 18.4%[59 µM] | 3.4% | 0.5% | -2.6% | -5.0% | -10.7%
Cc1ccc(Cl)cc1NC(=O)c1ccccc1OCC(=O)N1CCOCC1 | 2.6% | 0.0% | 0.0% | / | 16.1% | -11.8% | 17.8% | -5.6% | -6.4%
COc1ccccc1N1CCN(CC(=O)Nc2ccc(CN3CCCCC3)cc2)CC1 | -9.8% | 0.0% | -17.4% | 10µM* | 52.9%[activator] | -5.5% | -0.8% | 50.1µM* | -12.3%[60.1 µM]
CC(C)c1ccc(/C=N/NC(=O)c2nnn(-c3nonc3N)c2CN2CCOCC2)cc1 | -24.1% | -10.2% | -15.5% | ? | 25.1% | -7.8% | 5.6% | ? | 4.8%
CC1CCN(c2nnc(-c3ccccc3)c3ccccc23)CC1 | -21.0% | -5.0% | ? | -2.7% | 56.4%[activator] | -4.9% | -11.6% | -17.7% | 0.8%
FC(F)(Cl)c1nnc2ccc(Sc3ccccn3)nn12 | -12.9% | -16.6% | -6.6% | 25.1µM* | 24.7% | -7.3% | -2.3% | -19.6% | 5.4%

Next part
SMILES | POLH inh | Pol beta inh | Apoferritin bind | G9a inh | POLI inh | BLM inh | APEX1 inh | BAZ2B block | Pol kappa inh
O=C(CN1CCN(S(=O)(=O)c2ccc(F)cc2)CC1)Nc1cc(C(F)(F)F)ccc1Cl | -7.1% | -2.5% | -15.0% | -2.5% | 7.2% | -7.7% | 0.1% | -2.7% | -12.0%
CSCCC(NC(N)=O)C(=O)Nc1cccc(S(=O)(=O)N2CCOCC2)c1 (stereo not drawn) | -15.5% | 1.8% | -3.7% | -6.9% | 53.5%[activator] | -4.0% | -0.2% | -2.2% | -6.8%
CCCCCCCCCCOC(=O)Cn1c(COc2ccccc2OC)[n+](C)c2ccccc21 | -18.3% | 146.2% | ? | 14.4% | 11.5% | -2.1% | 22.9% | -17.1% | -2.4%
Cn1c(SCc2ccc(F)cc2)nc2ccc(C(=O)NCc3cccc(Cl)c3)cc21 | -25.0% | 3.4% | 101.2%[activator] | -32.7%[59 µM] | 5.4% | -6.8% | / | -5.1% | -7.2%
CCOc1cccc(OCCOCCn2cnc3ccccc3c2=O)c1 | 3.4% | 1.6% | -13.6% | -1.1%[12.7 µM] | 11.1% | -0.3% | 1.7% | -3.2% | -26.7%
Cc1nc2nc(NC(=O)c3ccc(C(C)(C)C)cc3)[nH]n2c(=O)c1C | -8.1% | 0.1% | -0.2% | -2.5%[59 µM] | -18.5% | 2.2% | / | -5.2% | -5.9%
CCCCn1c(N)c(N(CCOC)C(=O)c2ccc(C)c(S(=O)(=O)N3CCOCC3)c2)c(=O)[nH]c1=O | -8.8% | / | / | 4.4%[0.501 µM] | 28.0% | / | -7.9% | 1.2% | 0.9%
COc1ccc(-c2nnc(NC(=O)c3ccc4c(c3)OCCO4)o2)cc1 | -16.6% | 24.3% | 1.2% | 19.6% | 68.2%[activator] | -6.4% | 85.3%[activator] | 44.5%[activator] | -10.9%
O=C(O)c1ccc(Cl)c(S(=O)(=O)Nc2ccc(S(=O)(=O)Nc3cccc(Cl)c3)cc2)c1 | 0.3% | -19.3% | -23.3% | 56.2µM* | -29.9% | -1.5% | 51.3%[activator] | -33.3% | -38.3%
CCC(C)NC(=O)c1ccccc1NC(=O)CN1C(=O)c2ccccc2S1(=O)=O (stereo not drawn) | -12.8% | 9.7% | 29.1% | -6.3%[59 µM] | 4.3% | -4.8% | 0.5% | 37.3%[activator] | -2.4%
O=C(COc1ccccc1Cl)N1CCN(c2ccc(F)cc2)CC1 | -6.8% | 3.4% | 5.6% | 0.3%[59 µM] | 9.3% | -0.2% | 0.5% | 3.3% | -6.6%
CC(=O)COC(=O)C1CC(=O)N(c2ccc(C)c(C)c2)C1 (stereo not drawn) | 2.4% | -1.6% | 1.6% | 18.2% | ? | 8.3% | 4.7% | 19.1% | 0.7%[60.1 µM]
Cc1occc1-c1nnc(SCC(=O)N2CCOCC2)n1CC(C)C | -14.0% | 1.7% | -1.3% | -10.9%[59 µM] | 27.6% | 4.8% | 1.7% | 9.0% | 1.1%
CCOc1ccccc1NC(=O)c1nnn(CC(=O)Nc2ccc3c(c2)OCO3)c1N | -1.6% | ? | -11.7% | / | 6.4% | -3.8% | -1.5% | -22.9% | -8.1%
Cn1cnnc1Sc1cc(N2CCN(S(=O)(=O)c3ccc4ccccc4c3)CC2)ccc1[N+](=O)[O-] | -9.7% | -7.5% | 4.2% | -30.7%[59 µM] | 15.3% | -10.4% | -0.1% | -4.1% | -12.6%
CC(=O)NC(=S)Nc1ccccc1C(=O)Nc1ccccc1 | -2.4% | 7.1% | 0.6% | -2.9%[59 µM] | 6.8% | 3.8% | 17.4% | 7.8% | -5.4%

Reformatted with values under each structure: entries from further up.
Values in the order: POLH inh, Pol beta inh, Apoferritin bind, G9a inh, POLI inh, BLM inh, APEX1 inh, BAZ2B block, Pol kappa inh
FC(F)(Cl)c1nnc2ccc(Sc3ccccn3)nn12
 : -12.9%, -16.6%, -6.6%, 25.1µM*, 24.7%, -7.3%, -2.3%, -19.6%, 5.4%
O=C(CN1CCN(S(=O)(=O)c2ccc(F)cc2)CC1)Nc1cc(C(F)(F)F)ccc1Cl
 : -7.1%, -2.5%, -15.0%, -2.5%, 7.2%, -7.7%, 0.1%, -2.7%, -12.0%
CSCCC(NC(N)=O)C(=O)Nc1cccc(S(=O)(=O)N2CCOCC2)c1 (stereo not drawn)
 : -15.5%, 1.8%, -3.7%, -6.9%, 53.5%[activator], -4.0%, -0.2%, -2.2%, -6.8%
